# TCR activator – activators of T cell receptors; AID 504894; primary human leukocytes, anti-CD3, IL-2 HTRF, 48 h; 330,000 tested, under 10 active; Potency, µM (series often up to 9.22 µM), for the others: at the highest dose activation of IL-2 secretion, actives largely listed as activators; also: % of control where 0% means no effect
#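 Human primary leukocytes + a-CD3 beads + cpd, 48 hr; IL-2 in supernatant by HTRF (ex 320nm / em 665nm). No co-stimulatory signal supplied.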
# TSHR antag – antagonists of human thyroid stimulating hormone receptor. P16473. activity change, negative = inhibition, % at 11.5 µM. TSHR-expressing cells, TSH-stimulated cAMP HTRF, 2 h; stronger effect = lower value. AID 504810. 330,000 tested, 0.2% active;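 active = activity change below a set negative limit, meaning inhibition stronger than a set level, cut at about -70% in these data; inconclusive = activity change between two set negative limits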; also: % is scaled to controls: 0 for no effect and ±100 for the full control effect
# Target sequence (P16473 whole entry, looked up): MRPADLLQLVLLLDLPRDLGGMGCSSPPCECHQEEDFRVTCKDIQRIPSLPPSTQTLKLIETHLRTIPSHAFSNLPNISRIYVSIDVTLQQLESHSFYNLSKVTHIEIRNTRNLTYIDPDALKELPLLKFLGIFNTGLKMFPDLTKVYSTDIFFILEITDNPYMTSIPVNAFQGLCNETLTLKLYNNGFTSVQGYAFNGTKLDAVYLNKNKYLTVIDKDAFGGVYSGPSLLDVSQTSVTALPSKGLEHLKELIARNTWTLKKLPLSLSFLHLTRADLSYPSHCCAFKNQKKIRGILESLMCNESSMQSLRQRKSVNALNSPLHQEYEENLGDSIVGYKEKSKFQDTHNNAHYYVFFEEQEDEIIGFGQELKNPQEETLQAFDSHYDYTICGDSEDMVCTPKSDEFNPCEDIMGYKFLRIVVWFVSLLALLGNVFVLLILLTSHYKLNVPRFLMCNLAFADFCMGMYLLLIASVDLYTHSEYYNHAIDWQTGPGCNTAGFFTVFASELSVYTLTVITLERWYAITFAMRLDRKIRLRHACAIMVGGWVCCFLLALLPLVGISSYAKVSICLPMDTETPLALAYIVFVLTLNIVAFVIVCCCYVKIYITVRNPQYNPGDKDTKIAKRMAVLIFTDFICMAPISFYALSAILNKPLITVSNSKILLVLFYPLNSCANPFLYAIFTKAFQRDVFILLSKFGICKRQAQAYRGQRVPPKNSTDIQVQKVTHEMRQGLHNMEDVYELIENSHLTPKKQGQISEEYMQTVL
#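 Inhibition of cAMP made by TSHR-expressing cells under TSH stimulation (4nM final, EC80; 2 h, 37 deg C) is quantified with a one-step lysis HTRF kit, anti-cAMP cryptate versus cAMP-d2.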
# Tb PFK block – blocks T. brucei phosphofructokinase | T. brucei PFK, ADP-Glo luminescence | 330,000 tested, 0.17% active | AID 485367 | Potency, µM (doses to about 57.5 µM), for the others: at the top dose activity, negative = inhibition, most hits filed as inhibitors | O15648;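 also: potency is read from the fitted curve at half-maximal effect; 0% = uninhibited 1x PFK enzyme wells and -100% = no-enzyme wells; nearly all actives have a fitted effect of over 60% in size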
#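 Luminescent ADP detection (ADP-Glo, two-step: ATP depletion then ADP-to-ATP conversion for luciferase) reported PFK activity after 45 min room-temperature reaction of 1.25 nM enzyme with 0.5 mM F6P and 0.1 mM ATP at pH 8.0.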
# AT treatment – candidate therapy for ataxia-telangiectasia; 320,000 tested, 0.19% active; […] A-T fibroblasts, KAP-1 phosphorylation AlphaLISA; neocarzinostatin DNA damage 30 min before lysis; AID 485349; Potency, µM (titrated, usually from 57.5 µM), for inactives: top-dose activation, usual class: activators; also: potency is read from the fitted curve at half-maximal effect; % of control where 0% means no effect; nearly all actives have a fitted effect of over 45% in size
#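 ATM-like activity read as KAP-1 phosphorylation via AlphaLISA donor/acceptor antibody pairs after lysis and 6 hr at 25C. Cells were ATM-null patient fibroblasts ([…], hTERT), dosed 60 min, then exposed to the DSB inducer NCS for 30 min.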
# Chronic BCR inh – inhibitors of chronic active B-cell receptor signaling | ABC-DLBCL IkBa-CBG/CBR reporter, luminescence ratio, 4 h | Potency, µM (top dose mostly 46.1 µM), for the others: top-dose ratio change, negative = lower green/red ratio, actives largely listed as inhibitors | 340,000 tested, 0.05% active | AID 493014; active = well fitted inhibition curve with a large enough effect in the signal ratio, with a control signal flat, not every such curve was filed as active; inconclusive = small, poorly fitted or top-dose-only effect, or effect the other way, or a change in a side signal; the % refers to the signal ratio;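 also: potency is read from the fitted curve at half-maximal effect; plate controls were basal doxycycline-induced cells for no effect and cells given 10 µM MG132 for full effect; MG132 reads +100%, hits lower the ratio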
#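 Cell line TMD8 (human ABC DLBCL), stably expressing tet-inducible CBG68-IkBa fusion and CBR; IMDM/0.5% FBS; cpd up to 46 uM; dox induction, 4 h, 37C/5% CO2; dual luminescence; green/red ratio; MG132 control.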
# Giardia killer – Giardia lamblia killing | activity change, % at 7.66 µM, hits read low | Giardia lamblia trophozoite viability | 340,000 tested, 0.15% active; in the data active = activity change below about -80%; inconclusive = between about -30% and that limit;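 also: parasites exposed to compound for two days anaerobically before the ATP read; % is scaled to controls: 0 for no effect and ±100 for the full control effect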
#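 Media and compound were dispensed first, then trophozoites at 100 cells/well; plates sat 48 hrs at 37 deg C without oxygen before ATP luminescence reagent was added and read after 15-30 min at room temperature.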
# Coupling enz – counter-screen for Giardia aldolase inhibitors: coupling enzyme system; coupling enzyme system counterscreen, AmpLite Red fluorescence; activity change, negative = inhibition, % at 58.2 µM, hits read low; 290,000 tested, 0.67% active; AID 2472; in the data active = activity change below about -30%; also: % is scaled to controls: 0 for no effect and ±100 for the full control effect
#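 First, compound is pin-transferred into glyceraldehyde-3-phosphate coupling-enzyme reagent at 57.5 uM final and held 10 min at RT. Next, substrate, coupling system and AmpLite Red are added. After 20 min RT, fluorescence (525/598 nm) is read.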
# hERG WT inh – blocks the wildtype human KCNH2 potassium channel; U2OS, BacMam KCNH2, thallium flux FluxOr; stronger effect = lower value; Q12809; AID 720551; activity change, % at 1.84 µM; 340,000 tested, 0.37% active;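 active = maximum activity change below -70%; inconclusive = maximum activity change between -70% and -50%; inactive = maximum activity change above -50%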; also: % is scaled to controls: 0 for no effect and ±100 for the full control effect
#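 U2OS cells transduced with wild-type KCNH2 virus are loaded with FluxOr dye for 45 min, and thallium flux is measured in kinetic reads before and after stimulation buffer. Rate constants are normalized to DMSO controls.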
# MLL CXXC-DNA inh – blocks binding of human MLL CXXC domain to DNA; Q03164; MLL-CXXC / FITC-HOXA9 DNA fluorescence polarization; Potency, µM (top dose mostly 115 µM), inactives show top-dose activity change, negative = inhibition, most hits filed as inhibitors; 290,000 tested, 0.037% active; AID 2662; active = well fitted inhibition curve with a large enough effect in the polarisation, with a control signal flat, not every such curve was filed as active; inconclusive = small, poorly fitted or top-dose-only effect, or effect the other way, or a change in a side signal; inactive = no such curve, though single readings can be large or run the other way; the % refers to the polarisation; also: potency is read from the fitted curve at half-maximal effect
#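 Purified MLL-CXXC (added from a 7 uM solution) was preincubated 5 min at ambient with pinned compounds in 50 mM Tris-HCl pH 7.5, 50 mM NaCl, 1 mM DTT, 0.05% BSA. Fluorescein-labeled HOX-A9 DNA (50 nM solution) followed, 30 min, then polarization read.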
# GALK inhibitor – blocks human galactokinase activity; Purified GALK, Kinase-Glo residual ATP luminescence; Potency, µM (doses to about 57.5 µM), without a hit: at the highest dose activity change, negative = inhibition, most hits filed as inhibitors; 270,000 tested, 0.007% active; also: potency is read from the fitted curve at half-maximal effect; % is scaled to controls: 0 for no effect and ±100 for the full control effect
#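 Human GALK (5 nM) with 35 uM ATP and 100 uM galactose in 20 mM HEPES pH 8.0, 5 mM MgCl2, 60 mM NaCl, 1 mM DTT, 0.01% BSA. After 1 h at room temperature, leftover ATP was read by Kinase-Glo Plus luminescence.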
# The depositor's hits bear a star; ? = inconclusive; / = not tested or not shown; & = joins results of further samples; [ ] = another dose, or the depositor's remark. Unless noted, calls follow the shape of the dose curve; as a rule, active = well fitted curve in the direction sought with a large enough effect; inconclusive = small, poorly fitted or top-dose-only effect, or another doubt; inactive = no such curve, though single readings can be large; an effect the other way counts as inactive or inconclusive. Only part of the results is shown; count on the stated rates, not on these rows.
# Start of the data: the first five records as a preview:
no.	Structure	TCR activator	TSHR antag	Tb PFK block	AT treatment	Chronic BCR inh	Giardia killer	Coupling enz	hERG WT inh	MLL CXXC-DNA inh	GALK inhibitor
1	O=C(Cc1cccs1)N1CCC2(CC1)OCCO2	3%	3	1%	16%	-1%	-12	-1	-4	1%	2%
2	Cc1cc(Cl)ccc1OCCCC(=O)NCc1cccs1	1%[46.1 µM]	-13	2%	4%	7%	16	0	6	5%	-1%
3	CCOC(=O)C(O)(c1ccc(N(C)C(=O)c2ccc(Cl)c(Cl)c2)cc1)C(F)(F)F (configuration not stated)	-6%[46.1 µM]	0	-1%	5%	?	10	1	-6	14%	0%
4	COC(=O)C1=C(c2ccc(C(C)=O)cc2)C[C@@H]2CC[C@H]1N2C(=O)NCc1ccco1	-4%	-14	-3%	-1%	-5%	-27	/	/	/	/
5	COc1cc(-n2c(=S)[nH]c3ccc(C)cc3c2=O)c(Cl)cc1Cl	-9%	18	-5%	-1%	?	-13	1	2	5%	0%

# This part in full (from the top)
no.	Structure	TCR activator	TSHR antag	Tb PFK block	AT treatment	Chronic BCR inh	Giardia killer	Coupling enz	hERG WT inh	MLL CXXC-DNA inh	GALK inhibitor
1	O=C(Cc1cccs1)N1CCC2(CC1)OCCO2	3%	3	1%	16%	-1%	-12	-1	-4	1%	2%
2	Cc1cc(Cl)ccc1OCCCC(=O)NCc1cccs1	1%[46.1 µM]	-13	2%	4%	7%	16	0	6	5%	-1%
3	CCOC(=O)C(O)(c1ccc(N(C)C(=O)c2ccc(Cl)c(Cl)c2)cc1)C(F)(F)F (configuration not stated)	-6%[46.1 µM]	0	-1%	5%	?	10	1	-6	14%	0%
4	COC(=O)C1=C(c2ccc(C(C)=O)cc2)C[C@@H]2CC[C@H]1N2C(=O)NCc1ccco1	-4%	-14	-3%	-1%	-5%	-27	/	/	/	/
5	COc1cc(-n2c(=S)[nH]c3ccc(C)cc3c2=O)c(Cl)cc1Cl	-9%	18	-5%	-1%	?	-13	1	2	5%	0%
6	Cc1nc(CCl)cc(=O)[nH]1	9%	1	1%	-3%	1%	15	1	-8	1%	13%
7	O=c1c2ccccc2nc(/C=C/c2ccc(F)cc2)n1-c1ccccc1O	-5%	11	0%	4%	-4%	-9	-3	-4	16%	-4%
8	Cc1cc(C)nc(NC2=NCCS2)n1	-1%	-9	-1%	-1%	?	-2	/	4	-10%	-1%
9	Fc1cccc(C2NCCc3[nH]cnc32)c1 (configuration not stated)	1%[46.1 µM]	4	5%	-1%	-9%	-3	2	1	7%	-1%
10	CC(=O)CC(C)(C)n1c[n+](C)nn1	4%	1	2%	4%	-2%	-5	7	-6	-5%	1%
11	O=C1NC(=O)N(c2ccc(F)cc2)C(=O)/C1=C/c1ccc2c(c1)CCCN2Cc1ccccc1	-6%[46.1 µM]	2	-2%	3%	4%	12	-1	14	?	-7%
12	Cc1ccc(C(=O)C2(C)N(O)C(C)C(c3cccs3)=[N+]2[O-])cc1 (configuration not stated)	2%	9	-3%	9%	2%	-23	-1	-3	-5%	-4%
13	Clc1ccc2c(c1)C(c1ccccc1Cl)=NCc1nnc(N3CCN(CCOc4ccccc4)CC3)n1-2	-5%	10	-12%	6%	?	12	0	?	5%	/
14	O=C(N/N=C/c1c(O)n(-c2cccc3ccccc23)c(=O)[nH]c1=O)c1ccncc1	0%	1	1%	-12%	?	26	3	2	72%[activator]	-2%
15	CCCCn1c(O)c(/C=C2\C=Nc3ccccc32)c(=O)[nH]c1=O	1%	-9	?	-5%	?	0	-2	-2	25%	-4%
16	O=C1/C(=C/c2cc([N+](=O)[O-])ccc2Cl)N2CCC1CC2	1%	-10	-2%	6%	-8%	-11	2	0	-9%	9%
17	CN(C)C(=O)O/N=C(\N)COc1ccc(C(C)(C)C)cc1	7%	-3	2%	-3%	?	-1	1	-2	0%	2%
18	C=CCn1c(O)c(C(CC)=NCc2cc(OC)cc(OC)c2)c(=O)[nH]c1=O	8%	-3	2%	6%	-17%	-4	4	-6	-6%	0%
19	CN1CCN(C(=O)O[C@H]2c3nccnc3C(=O)N2c2ccc(Cl)cn2)CC1	-1%	-2	3%	-5%	-1%	10	1&0	3	5%&6%	-1%
20	COc1ccc(-n2c(/C=C/c3ccc4c(c3)OCO4)nc3ccccc3c2=O)cc1	-7%[46.1 µM]	18	?	4%	?	?	1	17	-10%	/
21	COc1ccc(CCNCc2ccncc2)cc1OC	0%	16	-7%	-9%	26%	3	-4	-5	2%	0%
22	Cc1cc(O)c2c3c(c(=O)oc2c1)CCC(C)C3 (configuration not stated)	-3%	5	-4%	8%	?	-4	4	-4	-1%	-6%
23	CCCn1ncc(C(=O)O)c1C	-1%	-10	4%	4%	0%	2	0	-4	1%	2%
24	O=c1[nH]c(=O)n(Cc2ccco2)c(O)c1C=NCCN1CCOCC1	0%	14	-3%	3%	0%	-3	1	-6	36%[activator]	5%
25	CC(C)Oc1ccc(C2C(C#N)=C(N)Oc3c2c(=O)oc2ccccc32)cc1 (configuration not stated)	-61%	0	-18%	-5%	?	-14	-1	15	15%	1%
26	O=C(Nc1cccc(Br)c1)c1c(O)c2c(n(Cc3ccccc3)c1=O)CCCC2	-4%	7	-3%	-6%	-5%	-4	-2	46	7%	6%
27	COc1ccc(N2C(=O)/C(=C/c3ccc(OC)c(OC)c3)C(=O)NC2=S)cc1	-1%	8	-2%	-9%	1%	7	0	2	?	1%
28	COc1ccc(CC2C(=O)NC(=O)N(c3ccccc3)C2=O)c(OC)c1 (configuration not stated)	14%	12	-12%	-6%	-1%	-4	-1	-3	2%	0%
29	C/C(=N\N=C(N)N)c1ccccc1	-4%	0	2%	-4%	3%	5	0	-6	-2%	1%
30	CCC(=NCCN1CCOCC1)c1c(O)n(C2CCCCC2)c(=O)[nH]c1=O	-6%	-7	-3%	-5%	0%	-6	2	5	20%	11%
31	Cc1ccc(C)c(-c2nnc(NC(=O)CS(=O)(=O)c3ccccc3)o2)c1	7%	19	?	-2%	?	-17	/	1	/	/
32	COC(=O)c1ccc(NC2=C(Cl)C(=O)OC2OC(=O)c2ccccc2)cc1 (configuration not stated)	0%	-6	3%	-2%	4%	4	0	-4	132%[activator]	3%
33	Cc1nn(Cc2ccccc2Cl)c(C)c1C(=O)OCC(=O)N1CC(C)OC(C)C1 (configuration not stated)	-13%[46.1 µM]	-4	3%	2%	?	-20	3	-2	3%	3%
34	NC1CCc2cc(O)c(O)cc2C1 (configuration not stated)	-12%	-18&-19	6.7µM*	-5%	-13%	-17	/	1	10%	/
35	CCCCn1c(=O)c(C(=O)Nc2nc3ccccc3[nH]2)c(O)c2ccccc21	/	6	0%	-3%	?	/	5	/	5%	0%
36	C/C=C1/CC(C)C(C)(O)C(=O)OCC2CCN3CCC(OC1=O)C23 (configuration not stated)	3%	2	1%	-1%	-12%	1	1	-1	16%	2%
37	CN(C(=O)c1ccc(Cl)nc1)C1(c2ccccc2Cl)CCCCC1=O (configuration not stated)	0%	-2	0%	8%	-7%	-8	-2	-4	3%	0%
38	CCOC(=O)c1c(C)c(C(=O)N2CCC3(CC2)OCCO3)c(C)n1CC	/	2	-8%	-1%	?	-10	-1	-1	-8%	0%
39	COc1ccccc1N1C(=O)NC(=O)/C(=C/c2ccc3c(c2)Cc2ccccc2-3)C1=O	2%[46.1 µM]	-5	-5%	5%	12%	-5	1	21	-8%	-3%
40	CCCCn1c(N)c(C(=O)NCc2cccs2)c2nc3ccccc3nc21	5%	-2	-2%	21%	?	-15	-21	22	10%	/
41	COCCOC(=O)c1c(N)n(Cc2ccccc2)c2nc3ccccc3nc12	2%	-1	-7%	10%	?	20	-7	-4	-1%	0%
42	C=C1C(=O)O[C@@H]2C[C@@H](C)[C@@H]3C=CC(=O)[C@@]3(C)[C@@H](OC(=O)CC(=O)O[C@H]3[C@@H]4C(=C)C(=O)O[C@@H]4C[C@@H](C)[C@@H]4C=CC(=O)[C@]43C)[C@H]12	5%	-16	-27%	-29%	?	-11	1	1	-5%	-12%
43	CCN(CC)C(=O)Oc1ccc(OC(=O)N(CC)CC)cc1	-1%	-4	-1%	1%	?	-4	4	-13	-5%	4%
44	Cc1cc(C(=O)OCC(=O)Nc2ccc(F)cc2)c(C)n1C1CC1	-4%	-5	0%	-6%	-10%	12	/	9	/	/
